# Assay outcomes: PubChem, National Center for Advancing Translational Sciences (NCATS)
# CHX counter = Cycloheximide Counterscreen for Small Molecule Inhibitors of Shiga Toxin; cell reporter, cycloheximide protein synthesis inhibition counterscreen; max response, %; 300,000 tested, 12% active; in the data active = max response mostly above about 13%, no sharp cut-off; inactive = mostly below about 14%; also: read at 38.3 µM for the half of the compounds with a filed dose; 0% is about no effect
# Pf growth 48h = Primary qHTS for delayed death inhibitors of the malarial parasite plastid, 48 hour incubation. P. falciparum luciferase growth in erythrocytes, 48 h. Potency, µM (series often up to 28.7 µM), for the others: at the highest dose activity change, negative = inhibition, usual class: inhibitors. 310,000 tested, 5.9% active; also: potency is read from the fitted curve at half-maximal effect; % is scaled to controls: 0 for no effect and ±100 for the full control effect
#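 Erythrocytes infected with P. falciparum carrying an integrated firefly luciferase reporter (2% hematocrit, 0.1% parasitemia final) were exposed to compounds in RPMI 1640 with 0.5% Albumax at 37 C, 5% CO2. Growth inhibition was scored as reduced luminescence.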
# Shiga toxin inh = A qHTS for Small Molecule Inhibitors of Shiga Toxin | Vero cells, Shiga toxin protein synthesis inhibition reporter | inhibition, % at 38.7 µM | 290,000 tested, 9.2% active | AID 2315, 2010; in the data active = inhibition mostly above about 28%, no sharp cut-off; inactive = mostly below about 43%; also: 0% is about no effect
# Pf growth 96h = Primary qHTS for delayed death inhibitors of the malarial parasite plastid, 96 hour incubation | Potency, µM (series often up to 28.7 µM), for the others: at the top dose activity change, negative = inhibition, most hits filed as inhibitors | 320,000 tested, 6.9% active | P. falciparum luciferase reporter growth, 96 h; also: potency is read from the fitted curve at half-maximal effect; % is scaled to controls: 0 for no effect and ±100 for the full control effect
#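 Delayed-death screen, second-generation endpoint: infected erythrocytes, 2% hematocrit, 0.05% parasitemia final; 96 hours at 37 C, 5% CO2; luciferase detection reagent; luminescence decrease equals reduced growth.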
# Giardia FBPA inh = qHTS Assay for Inhibitors of Fructose-1,6-bisphosphate Aldolase from Giardia Lamblia; 290,000 tested, 0.71% active; purified Giardia FBPA; Potency, µM (top dose mostly 59.6 µM), for inactives: at the highest dose activity, negative = inhibition, most hits filed as inhibitors; A8B2U2; AID 2451, 2010; also: potency is read from the fitted curve at half-maximal effect; % is scaled to controls: 0 for no effect and ±100 for the full control effect; nearly all actives have a fitted effect of over 55% in size
# Target sequence (A8B2U2 whole entry, looked up): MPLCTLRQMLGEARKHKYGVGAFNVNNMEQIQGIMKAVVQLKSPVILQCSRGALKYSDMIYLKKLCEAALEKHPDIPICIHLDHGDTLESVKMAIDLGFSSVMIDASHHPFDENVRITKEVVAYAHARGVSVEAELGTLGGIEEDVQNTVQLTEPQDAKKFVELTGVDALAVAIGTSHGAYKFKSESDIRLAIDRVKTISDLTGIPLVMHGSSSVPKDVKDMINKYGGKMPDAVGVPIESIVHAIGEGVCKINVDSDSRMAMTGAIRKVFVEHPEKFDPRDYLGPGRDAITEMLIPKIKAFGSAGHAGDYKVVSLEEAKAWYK
#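 Giardia FBPA (40 nM reagent) was preincubated 10 min at RT with compound (up to 57.5 uM final), then substrate plus GAPDH/TPI/NAD/arsenate coupling system with diaphorase/resazurin was added; resorufin fluorescence (525/598 nm) was read after 20 min.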
# HCV inh = qHTS Assay for Inhibitors of Hepatitis C Virus (HCV); Potency, µM (doses to about 41.8 µM), without a hit: at the highest dose activity change, negative = inhibition, actives largely listed as inhibitors; Huh7.5.1 HCVcc-Cre infection, luciferase reporter, 44 h; 340,000 tested, 3.4% active; also: potency is read from the fitted curve at half-maximal effect; % is scaled to controls: 0 for no effect and ±100 for the full control effect
#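 Infectious HCV cell culture screen: compound-treated cells (1,000/well, pre-plated 4 h) are infected with HCVcc-Cre at roughly 0.5 moi and grown 44 h. Infection is quantified by luciferase signal after 15 min substrate incubation at room temperature.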
# Numbers without * were called inactive; i = inactive; ? = inconclusive; nt = not tested or not shown; [ ] = another dose, or the depositor's remark. Unless noted, calls follow the shape of the dose curve; as a rule, active = well fitted curve in the direction sought with a large enough effect; inconclusive = small, poorly fitted or top-dose-only effect, or another doubt; inactive = no such curve, though single readings can be large; an effect the other way counts as inactive or inconclusive.
SMILES,CHX counter,Pf growth 48h,Shiga toxin inh,Pf growth 96h,Giardia FBPA inh,HCV inh
C#CCOCCOCCOCCNc1nc(N2CCN(C(=O)[C@H](CCC(=O)O)n3cc(C(N)CO)nn3)CC2)nc(N2CCN(C(=O)[C@H](CCC(=O)O)n3cc(C(N)CO)nn3)CC2)n1 (some centres not stated),-5,-4%,-7,61%[activator],-9%,nt
COc1cccc(C(=O)NCC(=O)OCC(=O)C(C)(C)C)c1,-5,15%,2,36%[activator],3%,24%
On1c(-c2ccccc2)nc2ccccc21,13,-22%,40,8%,0%,23%
Cc1ccccc1C(=O)c1cccn1CC(=O)NCCN1CCN(c2cccc(C)c2C)CC1,-3,?,30,5.9µM*,5%,11µM*
O=S(=O)(Nc1ccc(-c2ccc3nncn3n2)cc1)c1ccccc1Cl,nt,?,nt,?,nt,8%
c1ccc(COCCCn2cc(-c3ccccc3)nn2)cc1,8,15%,25,55%[activator],-3%,10%
COc1ccc(-c2nnn(CC(=O)N3CCN(c4ccc(F)cc4)CC3)n2)cc1,-3,6%,-2,74%[activator],4%,13%
Fc1cccc(-n2c(-c3ccco3)nc3nc4ccccc4nc32)c1,-2,-3%,-8,?,7%,16%
O=P(Cc1nnco1)(c1ccccc1)c1ccccc1,-2,9%,-13,3%,8%,11%
CC1CN(C(=O)CCS(=O)(=O)c2ccccc2)CC(C)O1 (configuration not stated),17,25%,26,25%,9%,21%
O=C(Cc1ccccc1)NCC(=O)N1CCCCC1,21,17%,2,?,-2%,0%
COc1ccc(NC(=O)Nc2nnc(-c3ccco3)s2)cc1,34*,51%[activator],59*,39%[activator],3%,20%

# As entered above.
# For Pf growth 96h, `O=P(Cc1nnco1)(c1ccccc1)c1ccccc1` is listed with 3%
# For HCV inh, `O=S(=O)(Nc1ccc(-c2ccc3nncn3n2)cc1)c1ccccc1Cl` is listed with 8%
# For Pf growth 48h, `COc1cccc(C(=O)NCC(=O)OCC(=O)C(C)(C)C)c1` is listed with 15%
# For Pf growth 48h, `O=C(Cc1ccccc1)NCC(=O)N1CCCCC1` is listed with 17%
# For Shiga toxin inh, `C#CCOCCOCCOCCNc1nc(N2CCN(C(=O)[C@H](CCC(=O)O)n3cc(C(N)CO)nn3)CC2)nc(N2CCN(C(=O)[C@H](CCC(=O)O)n3cc(C(N)CO)nn3)CC2)n1` (some centres not stated) is listed with -7
# For Shiga toxin inh, `CC1CN(C(=O)CCS(=O)(=O)c2ccccc2)CC(C)O1` (configuration not stated) is listed with 26

# The main list resumes with the 2 entries that preceded the break.
SMILES,CHX counter,Pf growth 48h,Shiga toxin inh,Pf growth 96h,Giardia FBPA inh,HCV inh
O=C(Cc1ccccc1)NCC(=O)N1CCCCC1,21,17%,2,?,-2%,0%
COc1ccc(NC(=O)Nc2nnc(-c3ccco3)s2)cc1,34*,51%[activator],59*,39%[activator],3%,20%
COc1ccc(C(=O)Nc2nc(CC(=O)NCCc3cccc(OC)c3)cs2)cc1,nt,-24%,nt,?,nt,?
O=C(O)c1nc(-c2ccccc2)n(-c2ccccc2)n1,-2,-8%,13,41%[activator],6%,5%
CCN(Cc1ccccc1)Cc1ccc(OCc2ccccc2)c(OC)c1,-4,?,-3,-7%,?,-1%
CSc1ccc(CNc2ccc(Cl)cc2)cc1,27*,60%[activator],79*,137%[activator],-2%,5%
Cc1ccc(/C=N\NC(=O)c2cc(OCC(F)(F)F)ccc2OCC(F)(F)F)cc1,-3,8%,-5,-16%,3%,-6%
CC(/C=C1\SC(=S)N(CCC(=O)Nc2nc(C)cs2)C1=O)=C\c1ccccc1,-5,3%,-3,57%[activator],0%,-9%
CCCS(=O)(=O)N1CCN(C(=O)CCC2CCCC2)CC1,1,-7%,-2,nt,4%,18%
CSCC[C@H](NC(=O)Cc1c(C)c2c(cc(C)c3c(C)c(C)oc32)oc1=O)C(=O)O,1,33%,-10,44%[activator],-4%,-16%
CC1(C)CC(=O)c2cc(OCC(=O)N3CCN(Cc4ccccc4)CC3)ccc2O1,7,?,-16,49%[activator],3%,8%
COc1ccccc1N=Nc1c(O)[nH]c2ccc(Br)cc12,2,28%,29,?,1%,-5%
Cc1cc(CNCc2c(C(=O)N(C)Cc3ccccc3)nc3ccccn23)nn1C,2,-19%,-4,2%,1%,18%
COc1ccc(CCN2C(=O)CC(C(C)c3ccccc3)C2=O)cc1OC (configuration not stated),8,?,-23,52%[1.15 µM],2%,9%
CNc1snc(C)c1C(=O)OCC(=O)c1ccc(Cl)cc1,nt,?,nt,?,nt,?
COc1ccc(S(=O)(=O)NCCOc2ccccc2)cc1-n1cnnn1,-3,-3%,-8,1%,3%,10%
CCNc1ccc2c(Cl)cc(=O)oc2c1,19*,-12%,22,?,-5%,?
O=C(NCCC(=O)N1CCN(c2ccc(F)cc2)CC1)c1ccco1,nt,-17%,nt,4%,nt,14%
O=C(CN1C(=O)c2ccc(Br)cc2C1=O)NCC1CCCO1 (configuration not stated),8,7%,-6,48%[activator],6%,16%
CCCn1c(NCc2c[nH]c3ccccc23)nc2ccccc21,14,nt,-2,?,6%,?
COc1ccc(N=c2cc(-c3ccc(O)cc3)oc3ccccc23)cc1,42*,3.3µM*,12*,?,0%,?
O=C1NC(=S)N/C1=C/c1ccc(Oc2ccc(C(F)(F)F)cc2[N+](=O)[O-])c(Cl)c1,-3,-17%,-9,0%,1%,0%
COc1cc(CN2CCCCCC2)cc(OC)c1,-3,7%,-14,1%,-26%,7%
CCN(Cc1ccccc1)c1ccc(/C=N/NS(=O)(=O)c2cccc([N+](=O)[O-])c2)cc1,-3,2%,-5,-3%,1%,12%
O=C1C2CC=CCC2C(=O)N1Nc1ccccc1 (configuration not stated),-2,-16%,-4,19%,-2%,5%
Cc1cccc(C)c1OCc1cc(C(=O)N2CCN(c3ccc(F)cc3)CC2)no1,52*,40%[activator],109*,?,nt,?
COc1ccc(C(=O)n2c(N)nc3ccccc32)cc1OC,25*,28%,nt,-3%,-29%,-4%
CC1=C(C(=O)OC(C)C)C(c2c(O)ccc3ccccc23)NC(=O)N1 (configuration not stated),-8,nt,-17,-41%,0%,-1%
COc1ccc(/C=C2\SC(N)=NC2=O)cc1,12,4%,13,?,-4%,-8%
Cc1noc(C)c1COC(=O)c1ccc2c(c1)OCCO2,-2,?,23,-16%,22%,-1%
C=CCN(C(=O)c1ccc2snnc2c1)c1ccccc1,-8,-5%,6,25%,10%,15%
Cc1cccn(Cc2c(F)cccc2Cl)c1=O,15,-10%,-4,69%[activator],0%,-2%
CC(C)C(NS(=O)(=O)c1ccccc1)C(=O)N1CCCCCC1 (configuration not stated),-4,-6%,-4,76%[activator],9%,15%
CCC(C)(C)C1CCC2(CC1)NC(=O)N(CC(=O)Nc1nc(-c3ccc(C)cc3)cs1)C2=O (configuration not stated),0,nt,-6,-27%,5%,-13%
Cc1cc2cc3c(cc2nc1SCC(=O)N1c2ccccc2CC1C)OCO3 (configuration not stated),0,?,-4,?,0%,4µM*
CCc1nnc(NC(=O)C2CCCN2C(=O)Nc2ccc(C)cc2)s1 (configuration not stated),-3,40%[activator],-5,45%[activator],nt,1%
C=CCn1c(-c2ccc(Cl)cc2)cnc1SC(C)C(=O)NC(N)=O (configuration not stated),8,8%,21,?,2%,?
NC(=O)c1cc([N+](=O)[O-])ccc1NCc1ccc(N)cc1,nt,?,nt,?,nt,-5%
CNC(=O)O/N=C(\N)Cc1csc2ccccc12,-3,?,-1,?,1%,11%
C/C(=N/NC(=S)Nc1cccc(C)c1)c1cccc([N+](=O)[O-])c1,-4,12µM*,10,12%,11%,-7%
O=c1n(S(=O)(=O)c2cccc3cccnc23)c2ccccc2n1S(=O)(=O)c1cccc2cccnc12,-3,nt,-23,6.6µM*,1%,?
N#CCC(=O)NC1CCC(CC2CCC(NC(=O)CC#N)CC2)CC1 (configuration not stated),-6,?,-9,?,-1%,24%
CC(=O)Nc1ccc(NC2=CC(=O)CC(C)(C)C2)cc1,-3,-2%,-2,9%,-5%,13%
COc1ccc(NC(=O)CC2C(=O)N(C)C(=S)N2Cc2ccncc2)cc1 (configuration not stated),3,?,-16,23%,6%,-1%
O=C(NCC1CC1)C1(S(=O)(=O)c2ccccc2)CC=CC1,-1,0%,-5,0%,18%,10%
Cc1ccc(NC(=O)c2cc(S(=O)(=O)N3CCc4ccccc43)cn2C)cc1,-2,?,1,?,6%,?
O=C(Nc1ccnn1C1CCN(Cc2ccc(O)c(Cl)c2)CC1)C1CCCC1,8,2.1µM*,-9,?,15%,-2%
CC(C)n1c(C(F)(F)F)nc2cc(C(=O)N3CCC(O)CC3)ccc21,-2,-1%,-7,12%,-2%,5%
CC(CCc1ccccc1)NC(=O)c1nnc(Cc2ccc(Cl)cc2)o1 (configuration not stated),-2,-1%,-1,22%,-4%,-12%
Cc1cc(NC(=O)CCC(=O)N(Cc2ccccc2)C(C(=O)NC2CCCC2)c2ccc(C)o2)no1 (configuration not stated),-2,-18%,11,-28%,nt,-4%
CC1CCCN(CC(=O)Nc2ccc(S(=O)(=O)N3CCCCC3)cc2)C1 (configuration not stated),-2,?,-5,9.3µM*,2%,3%
CC1CCCCC1NC(=O)COC(=O)CCC(=O)c1cccs1 (configuration not stated),nt,-13%,nt,5%,nt,16%
O=c1[nH]c(=O)c2nc(-c3ccc(Cl)cc3)cnc2[nH]1,-1,-16%,-5,2%,8%,0%
COC(=O)c1cccc(NC(=O)CC2C(=O)NCCN2C(=O)c2ccc(F)cc2F)c1 (configuration not stated),4,?,15,17%,5%,14%
FC(F)(F)c1ccc(Oc2ccc3ccccc3c2Br)nc1,4,?,2,2.9µM*,-1%,?
CC(=O)Nc1ccc(NC(=O)c2cc(-c3cc(C)c(C)cc3O)n[nH]2)cc1,2,1µM*,43,?,9%,?
COc1ccc2[nH]cc(CCNC(=O)COc3ccc4ccc(=O)oc4c3)c2c1,1,5%,2,13%,43%,-30%
COc1ccc(NC(=S)Nc2ccc(C)c(S(=O)(=O)N3CCCCC3)c2)cc1,4,9%,30,4%,4%,?
CCN(C(=O)CSc1nnc(C)n1Cc1ccccc1)C1CCS(=O)(=O)C1 (configuration not stated),-5,-3%,-10,15%,4%,7%
CCOc1ccc(-c2noc(CCC(=O)NC3CCCCC3)n2)cc1OC,0,-17%,-7,2%,17%,-16%
CCCCCCC1CC(/C(C)=N\NC(N)=O)OC1=O (configuration not stated),-1,6%,-5,-5%,-3%,26%
COC(=O)c1c(NC(=O)C2CC=CCC2C(=O)O)sc2c1CCCCC2 (configuration not stated),2,23%,5,-13%,19%,20%
# Next section
SMILES,CHX counter,Pf growth 48h,Shiga toxin inh,Pf growth 96h,Giardia FBPA inh,HCV inh
COc1ccc(OCC(=O)N/N=C(\C)CC(=O)Nc2ccc(NC(C)=O)cc2)cc1,9,38%,14,?,-2%,13%
CC1CCCC(NC(=O)Cn2cc([N+](=O)[O-])ccc2=O)C1C (configuration not stated),nt,0%,nt,35%[activator],nt,20%
c1ccc(NC2=Nc3ccccc3CC2)cc1,37*,nt,45*,?,4%,3%
COc1cc(O)ccc1/C=N/NC(=O)c1ccc([N+](=O)[O-])cc1,4,i,-4,0%,0%,-3%
CC12CCC(C(=O)NCc3ccccc3)(OC1=O)C2(C)C (configuration not stated),-1,13%,14,-2%,-2%,16%
CC1CCCN(CCCN2C(=O)C3C(C(=O)Nc4ccc(Cl)cc4)C4C=CC3(O4)C2C(=O)NC2CCCCC2)C1 (configuration not stated),-3,?,1,18%,9%,?
CCC1CCC2(CC1)NC(CO)(CO)CO2 (configuration not stated),-8,-4%,-12,62%[activator],-5%,-5%

# No enrichment for hits. About 24% of those tested had a hit in this group.
